Bioassay records: PubChem, National Center for Advancing Translational Sciences (NCATS)
TRHR PAM – allosterically enhances the human TRH receptor. hit rate 0.66% among 360,000. P34981. TRHR cells, fluo-8 calcium fluorescence, EC20 TRH enhancement. enhancement, % at 2 µM; in the data active = enhancement above about 30%; also: 0% is about no effect
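Enhancer read-out: after compound pinning and an initial kinetic agonist-mode read, an EC20 of TRH (10 nM final) was injected and fluo-8 calcium signal (Ex 480/Em 530) followed at 1 s/cycle for 100 cycles in TRHR-expressing cells.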
Apoferritin bind – candidate novel general anesthetic via apoferritin binding. AID 485281. apoferritin/1-aminoanthracene competitive binding, fluorescence. Potency, µM (top dose mostly 77.5 µM), for inactives: at the highest dose activity change, negative = displacement, hits mostly inhibitors. hit rate 0.074% among 350,000; also: potency is read from the fitted curve at half-maximal effect; % is scaled to controls: 0 for no effect and ±100 for the full control effect; nearly all actives have a fitted effect of over 20% in size
Target sequence (P02791 2-175 limits assumed): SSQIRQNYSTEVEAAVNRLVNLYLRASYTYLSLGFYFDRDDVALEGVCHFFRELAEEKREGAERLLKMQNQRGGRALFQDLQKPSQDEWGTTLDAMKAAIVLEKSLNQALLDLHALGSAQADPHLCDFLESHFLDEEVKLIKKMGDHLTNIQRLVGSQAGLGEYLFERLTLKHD
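Horse-spleen apoferritin (10 uM) was mixed with 50% saturated 1-aminoanthracene in PBS, exposed to compounds for 10 min at room temperature, and read for fluorescence (ex 380 nm, em 535 nm). Competitive displacement was fitted with a four-parameter Hill equation.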
D1 agonist – human D1 receptor agonism; hit rate 1% among 360,000; AID 504660; activation, % at 2 µM; HEK293 T-REx D1 cells, calcium flux, agonist mode; P21728; in the data active = activation above about 30%; also: 0% is about no effect
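Tetracycline-induced HEK293 TREx D1 cells, force-coupled to calcium signalling, were dye-loaded with a no-wash calcium kit. Compound was pin-added after a 10 s baseline. Fluorescence was read kinetically at 1 cycle/s for 180 s, with calcium rises flagged as agonism.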
D2 potentiator – positive allosteric modulators of human D2 dopamine receptor; P14416; HEK293 T-REx D2, calcium flux, EC20 dopamine potentiation; potentiation, % at 10 µM; hit rate 0.34% among 340,000;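 active = potentiation over 3 SD above the plate norm, cut at about 30% in these data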; also: 0% is about no effect
Target sequence (P14416 whole entry, looked up): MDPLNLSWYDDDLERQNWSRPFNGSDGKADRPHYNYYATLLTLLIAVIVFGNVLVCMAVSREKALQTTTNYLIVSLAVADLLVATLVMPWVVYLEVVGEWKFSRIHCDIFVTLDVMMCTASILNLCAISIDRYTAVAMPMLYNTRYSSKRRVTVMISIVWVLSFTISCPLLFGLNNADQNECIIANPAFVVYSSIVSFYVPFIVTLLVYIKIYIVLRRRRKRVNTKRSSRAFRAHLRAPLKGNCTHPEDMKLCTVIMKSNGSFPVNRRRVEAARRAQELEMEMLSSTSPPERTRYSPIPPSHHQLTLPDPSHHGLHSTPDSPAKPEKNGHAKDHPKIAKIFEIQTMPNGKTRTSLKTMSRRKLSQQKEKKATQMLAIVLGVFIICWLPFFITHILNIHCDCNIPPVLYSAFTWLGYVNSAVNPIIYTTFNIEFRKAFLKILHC
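Primary screen. Calcium kinetics in induced HEK293 T-REx D2 cells: compound pre-addition 180 s, EC20 dopamine, 180 s more.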
RXFP1 ag – agonists of human relaxin receptor RXFP1; Q9HBX9; HEK293T-RXFP1 cAMP TR-FRET, 30 min; response scale: percent of porcine relaxin response, buffer zero; Potency, µM (titrated, usually from 57.5 µM), inactives show at the highest dose activation, usual class: activators; hit rate 0.3% among 370,000; also: potency is read from the fitted curve at half-maximal effect; % is scaled to controls: 0 for no effect and ±100 for the full control effect; nearly all actives have a fitted effect of over 60% in size; many of its hits are not listed in these tables
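HEK293T cells stably expressing RXFP1 were pretreated with the PDE4 inhibitor Ro 20174, exposed to compounds for 30 min at 37C, lysed, and cAMP was read by TR-FRET. Data normalized to buffer (basal) and 29 nM porcine relaxin (100%).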
RXFP1 antagonist – RXFP1 (human) relaxin receptor antagonism | Q9HBX9 | HEK293-RXFP1, relaxin-stimulated cAMP HTRF, 30 min; hits give low values | activity change, negative = inhibition, % at 57.5 µM | hit rate 0.59% among 350,000 | AID 1259400;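 active = activity change of -60% or lower, but not beyond a set lower limit; inconclusive = change between -60% and -40%, or beyond the set limit; inactive = change above -40%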; also: % is scaled to controls: 0 for no effect and ±100 for the full control effect
TRHR agonist – activates the human TRH receptor. TRHR cells, calcium flux fluo-8, FDSS agonist mode. AID 493084. activation, % at 2 µM. P34981. hit rate 0.18% among 360,000; in the data active = activation above about 30%; also: 0% is about no effect
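Read-out: compound-evoked intracellular calcium rise in TRHR cells, fluo-8 dye, kinetic FDSS fluorescence at 1 s/cycle following a 10-cycle baseline. Cells cultured overnight before dye loading (30 min–1.5 h, RT).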
D1 PAM – enhances dopamine response at the human D1 receptor; AID 504651; P21728; HEK293 TREx D1 cells, calcium flux, dopamine EC20 potentiation; potentiation, % at 10 µM; hit rate 0.036% among 360,000; in the data active = potentiation above about 30%; also: 0% is about no effect
D1 antag – antagonists of human D1 dopamine receptor. P21728. activity change, negative = inhibition, % at 10 µM. HEK293 TREx D1 cells, calcium flux, dopamine EC80; hits give low values. hit rate 3.2% among 360,000; in the data active = activity change below about -30%; also: % is scaled to controls: 0 for no effect and ±100 for the full control effect
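Using tetracycline-induced force-coupled D1 Hek293 cells and a calcium dye, signals were followed for 180 s after compound, then for 180 s after EC80 dopamine, to detect inhibitors.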
The depositor's hits bear a star; ? = inconclusive; . = no result given; [ ] = dose if it differs, or a comment. Unless noted, calls follow the shape of the dose curve; as a rule, active = well fitted curve in the direction sought with a large enough effect; inconclusive = small, poorly fitted or top-dose-only effect, or another doubt; inactive = no such curve, though single readings can be large; an effect the other way counts as inactive or inconclusive. Only part of the results is shown; the hit share may differ from the screen's.

Abbreviations – A = TRHR PAM; B = Apoferritin bind; C = D1 agonist; D = D2 potentiator; E = RXFP1 ag; F = RXFP1 antagonist; G = TRHR agonist; H = D1 PAM; I = D1 antag
[1] Cc1ccc(C(=O)NC(C)(COc2nonc2C)COc2nonc2C)cc1
  A = -2; B = -5%; C = 3; D = -1; E = 0.5%; F = 8; G = -0.5; H = -1; I = -9
[2] CCCn1c(SCC(=O)N2c3ccc(F)cc3CCC2C)nnc1-c1ccccn1 (stereo unspecified)
  A = -2; B = -10%; C = -1; D = -16; E = 0.2%; F = -1; G = -0.2; H = 0; I = 14
[3] Cc1noc(-c2ccc(-c3noc(-c4ccc(C(F)(F)F)cc4)n3)cc2)n1
  A = -6; B = 64%[activator]; C = 2; D = -3; E = -0.4%; F = -8; G = 0.0; H = 1; I = 12
[4] CCCCn1c(N)c(N(CCC(C)C)C(=O)c2ccccc2-n2cnnn2)c(=O)[nH]c1=O
  A = -3; B = .; C = 2; D = -7; E = 0.5%; F = -13; G = 0.1; H = -5; I = 3
[5] Cc1cc(C)nc(N2CCC(C(=O)Nc3ccc4c(c3)OCCO4)CC2)n1
  A = -5; B = -1%; C = 1; D = 25; E = 2.3%; F = 8; G = 0.0; H = -4; I = 1
[6] CC(Sc1ccccc1)C(=O)NN=C1CCCCCC1 (stereo unspecified)
  A = -4; B = -9%; C = 1; D = -4; E = 0.6%; F = 6; G = -0.1; H = -10; I = 9
[7] O=C(CN1CCN(c2ccc(O)cc2)CC1)N1CCc2ccccc21
  A = -10; B = -1%; C = 0; D = -25; E = -0.9%; F = 4; G = -0.9; H = -7; I = -7
[8] Cc1cc(S(=O)(=O)N2CCOCC2)ccc1OCC(=O)NCC1CCCO1 (stereo unspecified)
  A = -6; B = -1%; C = 5; D = -2; E = 2.6%; F = 12; G = 1.2; H = .; I = 1
[9] CC(=O)c1ccc(OC(C)C)c(Cc2c(O)nc(N)[nH]c2=O)c1
  A = -10; B = -1%; C = 5; D = -2; E = -0.1%; F = -13; G = -0.3; H = -7; I = 4
[10] CCOc1cc(CNc2ccc(N3CCCC3)cc2)cc(Cl)c1OC
  A = 3; B = -7%; C = 0; D = 4; E = -1.7%; F = -15; G = -0.7; H = -5; I = 13
[11] Cc1ccc2[nH]cc(S(=O)(=O)c3ccc(F)cc3)c(=O)c2c1
  A = 3; B = -11%; C = -1; D = 15; E = 1.1%; F = -1; G = -0.2; H = -4; I = 11
[12] O=S(=O)(c1cccs1)N1CCCc2cccc(O)c21
  A = -3; B = ?; C = 4; D = 2; E = 2.9%; F = 5; G = -0.4; H = -3; I = -4
[13] O=C(C1CCC1)N1CCc2cc(S(=O)(=O)N3CCN(c4ccccc4)CC3)ccc21
  A = -1; B = -9%; C = 7; D = -17; E = -1.6%; F = .; G = 0.0; H = -2; I = -9
[14] CC1(C)SC(=S)N(NC(=O)Nc2ccccc2)C1N(O)C(=O)Nc1cccc2ccccc12 (stereo unspecified)
  A = -24; B = -15%; C = 7; D = 8; E = -7.9%; F = -5; G = 1.2; H = 2; I = -3
[15] Cc1ccc2cc3c(N)c(C(=O)Nc4c(C)[nH]c(=O)[nH]c4=O)sc3nc2c1
  A = 1; B = -13%; C = 5; D = 8; E = 0.5%; F = -14; G = 0.8; H = -11; I = -6
[16] CCOc1ccc(S(=O)(=O)NCCC(=O)NCc2ccncc2)cc1
  A = -3; B = .; C = 0; D = -1; E = -0.3%; F = -1; G = 0.3; H = 1; I = 7
[17] COc1cc(/C=N/NC(=O)c2ccc(C)nc2)cc([N+](=O)[O-])c1O
  A = 3; B = -11%; C = 1; D = -1; E = -2.2%; F = -5; G = 0.3; H = 9; I = 3
[18] O=C(CC1C(=O)NCCN1C(=O)Nc1ccccc1)Nc1ccc(F)cc1 (stereo unspecified)
  A = -2; B = -4%; C = 0; D = -2; E = -0.8%; F = 1; G = 0.6; H = 1; I = 8
[19] CCOc1ccccc1NC(=O)Cc1csc(COc2cccc(C)c2)n1
  A = -5; B = 61%[activator]; C = 68*; D = 17; E = -0.7%; F = -14; G = 2.7; H = 1; I = 1
[20] Cc1nc2c(C)c(C)c(C)c(C)c2nc1C
  A = -1; B = -10%; C = 5; D = 5; E = 0.4%; F = -3; G = 0.4; H = -1; I = 2
[21] C[C@H](NC(=O)c1nc[nH]c1C(=O)NCC(=O)OC(C)(C)C)c1ccccc1
  A = -6; B = -20%; C = 0; D = 4; E = -2.1%; F = .; G = -1.8; H = 0; I = -15
[22] O=C(OCCN1C(=O)c2cccc3c(N4CCOCC4)ccc(c23)C1=O)c1cccc(Cl)c1
  A = 1; B = 9%; C = 83*; D = -18; E = 2.7%; F = 3; G = 35*; H = -3; I = 24
[23] COc1ccc(CNC(=O)Nc2ccc3c(c2)N(C)C(=O)c2ccccc2S3)cc1
  A = 1; B = ?; C = 0; D = 1; E = -0.9%; F = ?; G = -0.2; H = -2; I = 6
[24] COC(=O)CC1COc2ccccc2N1S(=O)(=O)c1ccc(OC)cc1 (stereo unspecified)
  A = 1; B = -15%; C = 2; D = 8; E = 1.8%; F = 0; G = -0.4; H = -6; I = -7
[25] CCOc1ccc(S(=O)(=O)NCC2CCCO2)cc1 (stereo unspecified)
  A = -4; B = -4%; C = 0; D = 1; E = -0.2%; F = -13; G = -0.4; H = -1; I = 7
[26] NC(=O)c1ccc(NC(=O)COC(=O)CCCOc2ccccc2)cc1
  A = -4; B = .; C = 7; D = -6; E = 1.5%; F = -4; G = 1.0; H = -3; I = 6
[27] Cc1c(NC(=O)C(=O)/C=C(\O)c2ccc(Cl)cc2)c(=O)n(-c2ccccc2)n1C
  A = 0; B = 4%; C = 6; D = -8; E = 3.8%; F = 3; G = 0.3; H = 1; I = 0
[28] CCC(CCC(=O)Nc1ccn(-c2ccccc2)n1)C(=O)O (stereo unspecified)
  A = 8; B = -13%; C = 4; D = 2; E = 0.6%; F = -8; G = 2.0; H = 9; I = 4

Some of these compounds in order of molar mass, highest first.
Abbreviations – A = TRHR PAM; B = Apoferritin bind; C = D1 agonist; D = D2 potentiator; E = RXFP1 ag; F = RXFP1 antagonist; G = TRHR agonist; H = D1 PAM; I = D1 antag
[22] O=C(OCCN1C(=O)c2cccc3c(N4CCOCC4)ccc(c23)C1=O)c1cccc(Cl)c1
  A = 1; B = 9%; C = 83*; D = -18; E = 2.7%; F = 3; G = 35*; H = -3; I = 24
[23] COc1ccc(CNC(=O)Nc2ccc3c(c2)N(C)C(=O)c2ccccc2S3)cc1
  A = 1; B = ?; C = 0; D = 1; E = -0.9%; F = ?; G = -0.2; H = -2; I = 6
[19] CCOc1ccccc1NC(=O)Cc1csc(COc2cccc(C)c2)n1
  A = -5; B = 61%[activator]; C = 68*; D = 17; E = -0.7%; F = -14; G = 2.7; H = 1; I = 1
[15] Cc1ccc2cc3c(N)c(C(=O)Nc4c(C)[nH]c(=O)[nH]c4=O)sc3nc2c1
  A = 1; B = -13%; C = 5; D = 8; E = 0.5%; F = -14; G = 0.8; H = -11; I = -6
[24] COC(=O)CC1COc2ccccc2N1S(=O)(=O)c1ccc(OC)cc1 (stereo unspecified)
  A = 1; B = -15%; C = 2; D = 8; E = 1.8%; F = 0; G = -0.4; H = -6; I = -7
[18] O=C(CC1C(=O)NCCN1C(=O)Nc1ccccc1)Nc1ccc(F)cc1 (stereo unspecified)
  A = -2; B = -4%; C = 0; D = -2; E = -0.8%; F = 1; G = 0.6; H = 1; I = 8
[16] CCOc1ccc(S(=O)(=O)NCCC(=O)NCc2ccncc2)cc1
  A = -3; B = .; C = 0; D = -1; E = -0.3%; F = -1; G = 0.3; H = 1; I = 7
[26] NC(=O)c1ccc(NC(=O)COC(=O)CCCOc2ccccc2)cc1
  A = -4; B = .; C = 7; D = -6; E = 1.5%; F = -4; G = 1.0; H = -3; I = 6
[28] CCC(CCC(=O)Nc1ccn(-c2ccccc2)n1)C(=O)O (stereo unspecified)
  A = 8; B = -13%; C = 4; D = 2; E = 0.6%; F = -8; G = 2.0; H = 9; I = 4
[25] CCOc1ccc(S(=O)(=O)NCC2CCCO2)cc1 (stereo unspecified)
  A = -4; B = -4%; C = 0; D = 1; E = -0.2%; F = -13; G = -0.4; H = -1; I = 7
[20] Cc1nc2c(C)c(C)c(C)c(C)c2nc1C
  A = -1; B = -10%; C = 5; D = 5; E = 0.4%; F = -3; G = 0.4; H = -1; I = 2
